aSyn tox rescue: inhibitors of alpha-synuclein toxicity in yeast | S. cerevisiae alpha-synuclein toxicity rescue, BacTiter-Glo growth, 24 h | Potency, µM (series often up to 46.1 µM), inactives show top-dose growth rescue (activation), most hits filed as activators | 94,000 tested, 0.02% active; active means well fitted activation curve with a large enough effect; further: 0% is about no effect
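Growth restoration measured by BacTiter-Glo luminescence after 24 hr at 30 deg C; alpha-synuclein yeast, raffinose-pregrown to mid-log, were added at OD600=0.02 in galactose medium onto pinned compounds.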
An asterisk follows results filed as active; [ ] = another dose, or the depositor's remark. Potency means the concentration at half of the fitted maximal effect. Not all compounds are listed. The share of hits here may be higher or lower than overall.

SMILES | aSyn tox rescue
COc1ccc(NC(=O)C(=O)NCCc2csc(-c3ccc(Cl)cc3)n2)cc1 | 1.7%
COc1ccc(CN2C(=O)c3cccc4cccc(c34)C2=O)cc1 | 5.9%
Cc1ccc(OCc2nnc(SCC(=O)N3C(C)CCCC3C)o2)cc1 (stereo not given) | 2.9%
CCC(Oc1ccccc1F)C(=O)Nc1c(C(=O)c2ccccc2)oc2ccccc12 (stereo not given) | 3.2%
CCC1CCCCN1S(=O)(=O)c1cc2c(cc1C)NC(=O)CO2 (stereo not given) | 5.7%
CCOC(=O)c1ccc(NC(=O)c2nsc3ccccc23)cc1 | -17.1%
COc1ccc(-c2cc(C)no2)cc1S(=O)(=O)N1CCN(c2ccccc2F)CC1 | 1.2%
Cc1cccc(-c2noc(CN(C)C(=O)c3ccco3)n2)c1 | 1.2%
CCCCOc1ccc(C(=O)Nc2nnc3n2CCS3)cc1 | -7.9%
COc1cc(SC)ccc1C(=O)Nc1ccc2c(c1)CCC2 | -9.4%
CCN(CC)S(=O)(=O)c1ccc2c(c1)N(CC(=O)Nc1cccc(C(C)=O)c1)C(=O)CO2 | 0.7%
CCCOc1ccc(-c2nc(N3CCCCC3)c3ccccc3n2)cc1 | -14.6%
Cc1cccc(CNC(=O)CCCn2c(=O)c3cccn3c3ccc(F)cc32)c1 | -5.3%
CCOc1ccccc1NC(=O)CCNC(=O)C1CCN(S(=O)(=O)c2ccccc2)CC1 | 4.5%
Cc1cccc(S(=O)(=O)N(C)C[C@@H]2OCc3cn(nn3)CCCC(=O)N([C@H](C)CO)C[C@H]2C)c1 | 3.2%
COc1cccc(CNC(=O)N2CCc3c(sc4c3CCCC4)C2c2ccc(F)cc2)c1 (stereo not given) | 2.6%
COc1ccccc1OC(C)C(=O)Nc1cccc(-c2nc3ccccc3s2)c1 (stereo not given) | -15.3%
CC1=C(C(=O)NCc2ccccc2C)C2(CCCCCC2)OC1=O | -5.9%
Cc1ccc(C(=O)NCC(=O)OCC(=O)NCCc2ccccc2)s1 | -8.0%
O=C(NC1CCCCC1)c1ccc(COc2ccccc2)o1 | -10.9%
CCCSCCCNC(=O)c1ccc2c(c1)sc1nc(-c3ccc(OCC)cc3)cn12 | -5.0%
O=C(CCNC(=O)c1ccc(Cl)cc1)NCCC1=CCCCC1 | 5.2%
CCOC(=O)c1ccccc1NC(=O)c1cn(CC(C)C)c(=O)c2cc(OC)c(OC)cc12 | 15.6%
CCOCc1c(C(=O)Nc2ccc(OC)nc2)oc2ccccc12 | -7.6%
Cc1ccc(-n2ncc3c(Nc4cccc(C)c4)ncnc32)cc1 | -12.0%
CCOC(=O)N1CCC(NC(=O)c2cc3c(-c4ccccc4F)nn(C)c3s2)CC1 | -5.8%
CCN(c1cc(C)cc(C)c1)S(=O)(=O)c1nnc(NC(=O)C2CCCCC2)s1 | -5.9%
CCOC(=O)CCCCCC(=O)Nc1ccc2c(c1)C(=O)N([C@H](C)CO)C[C@H](C)[C@@H](CN(C)C(=O)Nc1ccccc1)OCCCC[C@@H](C)O2 | -3.5%
CCc1ccccc1NCc1cc(=O)oc2cc(C)ccc12 | -1.4%
O=C1C(Cc2ccccc2O)NC(=S)N1c1ccccc1 (stereo not given) | -4.6%
COC(=O)c1ccc(NC(=O)CCNS(=O)(=O)c2cccc3nsnc23)cc1 | -8.8%
O=C(CCCN=C1NS(=O)(=O)c2ccccc21)OCC(=O)c1ccccc1Cl | 3.1%
COc1ccc(N2C(=O)C(CC(=O)Nc3ccccc3)N(CCC3=CCCCC3)C2=O)cc1 (stereo not given) | 6.0%
CC(C)(CN1CCN(c2ccccc2)CC1)NS(=O)(=O)c1ccccc1 | -5.0%
O=C(CSC1=Nc2ccccc2N=C(c2ccc(F)cc2)C1)Nc1ccccc1 | -2.4%
O=C(NNC(=O)c1cccnc1)Nc1ccc([N+](=O)[O-])cc1 | -0.4%
COc1cc(/C=C(\C#N)C(=O)NC(C)C)ccc1OCc1ccc(C(=O)O)cc1 | -1.7%
C=CC[N+]1(CC(=O)NCc2ccc(NC(C)=O)cc2)CCOCC1 | -0.7%
Cn1c(=O)oc2cc(S(=O)(=O)N3CCCC(C(=O)Nc4ccc(Br)cc4F)C3)ccc21 (stereo not given) | 2.7%
COc1ccc(CCC(=O)NCCc2csc(-c3cccc(F)c3)n2)cc1 | 7.0%
Oc1cccc(Nc2cc(-c3ccccc3)ncn2)c1 | 6.7%
O=[N+]([O-])c1ccc(NN=C(C2CC2)C2CC2)c([N+](=O)[O-])c1 | -7.5%
CCCCCNC(=O)Cc1ccc(S(=O)(=O)N2CCOCC2)s1 | -1.9%
CC1CCc2sc(C(=O)NCc3ccccn3)cc2C1 (stereo not given) | -6.5%
NS(=O)(=O)c1ccc(CCNCc2cccs2)cc1 | 5.7%
CC(C)(C)NS(=O)(=O)c1ccc(OCC(=O)NCC2CCCO2)cc1 (stereo not given) | -11.5%
Cc1ccc(C(=O)/C=C/c2cc(C#N)n(C)c2C)cc1 | 5.5%
O=C(NNc1ccccc1)OCc1ccccc1 | 6.3%
COc1cc(CC(=O)Nc2ccc(N3CCOCC3)cc2)cc(OC)c1OC | 2.3%
Cc1cc(C)cc(OCC(=O)N2CCC(c3nc4ccccc4s3)CC2)c1 | 23.4%

Part of the list above, field by field:
> CC(C)(C)NS(=O)(=O)c1ccc(OCC(=O)NCC2CCCO2)cc1 (stereo not given)
  aSyn tox rescue: -11.5%
> Cc1ccc(C(=O)/C=C/c2cc(C#N)n(C)c2C)cc1
  aSyn tox rescue: 5.5%
> O=C(NNc1ccccc1)OCc1ccccc1
  aSyn tox rescue: 6.3%
> COc1cc(CC(=O)Nc2ccc(N3CCOCC3)cc2)cc(OC)c1OC
  aSyn tox rescue: 2.3%

Next entries.
SMILES | aSyn tox rescue
CN(C(=O)COC(=O)CNC(=O)c1ccc(C(C)(C)C)cc1)c1c(N)n(Cc2ccccc2)c(=O)[nH]c1=O | 10.4%
Cc1nc2nc(C(F)(F)F)[nH]c2nc1C | -1.0%
CCNc1nc(SCC(=O)Nc2ccccc2)nc(N2CCOCC2)n1 | -2.3%
O=C(COc1ccc(Oc2ccccc2)cc1)NCc1cn2ccccc2n1 | 2.0%
Cc1nn(CC2CC2)c(=O)n1-c1cccc(Cl)c1 | 4.4%
COc1cc(NC(=O)NC(C)c2c(-n3cccc3)sc3c2CCCC3)cc(OC)c1OC (stereo not given) | 8.2%
O=C(Nc1nnc(S(=O)(=O)N2CCCc3ccccc32)s1)c1cccc(F)c1 | 7.0%
CCOC(=O)C1CCCN(C(=O)Cn2c(=O)cc(C)c3c(C)nn(C)c32)C1 (stereo not given) | -4.4%
COc1ccccc1CNC(=O)C(C)n1c(=O)cc(C(F)(F)F)c2c(C)nn(C)c21 (stereo not given) | -6.1%
COc1ccc(-c2nc(SCC(=O)Nc3ccc4c(c3)OCCO4)c(-c3ccccc3)[nH]2)cc1 | -16.1%
CCOCCCNC(=O)C1CCN(c2nn3cc(-c4ccc(F)cc4)nc3s2)CC1 | -5.3%
c1csc(-c2nnc(N3CCOCC3)c3ccccc23)c1 | 6.7%
O=C(c1cccc(C(F)(F)F)c1)C1CCCN(C(=O)CCn2cnnn2)C1 (stereo not given) | -6.5%
CCOc1ccc(C2Nc3ccccc3-c3nnc(SCc4ccccc4)nc3O2)cc1OC (stereo not given) | -4.6%
CCCCn1c(-c2ccc(S(=O)(=O)N3CCOCC3)cc2)csc1=Nc1ccccc1 | -6.5%
O=C(NCc1nc(-c2ccc(C(F)(F)F)cc2)no1)Nc1cc(Cl)cc(Cl)c1 | 2.0%
CC(=O)c1ccc(-n2c(CCC(=O)O)ccc2-c2cccs2)cc1 | 14.9%
O=C(NCC1CCCO1)C(=O)N/N=C/c1c(F)cccc1Cl (stereo not given) | 0.4%
CCOC(=O)CNC(=O)N1c2ccccc2Sc2ccccc21 | 17.5%
CC(=O)c1cccc(NC(=O)Cn2c(-c3cncs3)nc3ccccc32)c1 | -6.6%
CN(C)/C=C/C(=O)c1ccc(Cl)c([N+](=O)[O-])c1 | -73.3%[inhibitor]
Cc1cc2nc(-c3ccc(OCc4ccccc4C)cc3)cc(C(F)(F)F)n2n1 | 0.6%
Cc1ccc(-c2nc(S(=O)(=O)c3ccc(C)cc3)c(SCC(=O)c3ccccc3)o2)cc1 | 17.8µM*
CN(C)S(=O)(=O)c1ccc(N2CCCC2)c(C(=O)Nc2ccccc2Br)c1 | 11.6%
C#CCN(C[C@@H]1[C@@H](OC(=O)NCCCCCC)[C@@H](OC(=O)NCCCCCC)Cn2c(=O)ccc(=O)n21)S(=O)(=O)c1ccc(C)cc1 | 3.1%
Cc1ccc(NC(=O)c2sc3nc(N4CCOCC4)c4c(c3c2N)CCCC4)cc1 | -8.1%
COc1ccc(C(=O)Cn2c(NCCCO)nc3ccccc32)cc1 | 7.5%
CCOC(=O)N1CCc2c(sc3c2c(=O)n(-c2ccc(CC)cc2)c(=O)n3C)C1 | -8.1%
CC(=O)c1sc(N/N=C\c2c(O)ccc3ccccc23)nc1C | -4.6%
Cc1ccc(SCc2c(C(=O)N/N=C/c3cccs3)nnn2-c2nonc2N)cc1 | 2.6%
Clc1cccc(OCc2nc(-c3ccncc3)n[nH]2)c1 | 3.9%
COc1ccc(-n2c(-c3ccco3)nc3c(cnn3-c3ccccc3C)c2=O)cc1 | -8.6%
Cc1cc(C)n2nc(CNS(=O)(=O)c3ccc(Cl)cc3)nc2n1 | -4.5%
Cc1cccc(N2CCN(C(=O)c3ccc4nc(N5CCCCC5)sc4c3)CC2)c1C | 5.8%
O=C(O)c1ccc(N=NN2CCCCC2)cc1 | 7.6%
c1ccc(-c2nnc3oc(-c4cccs4)nn23)cc1 | -4.0%
COc1ccc(CC(=O)OCC(=O)NCc2ccccc2Cl)cc1 | 1.0%
Cc1cc(-c2csc(NC(=O)c3ccc(=O)[nH]c3)n2)c(C)n1Cc1ccco1 | -1.4%
COc1ccc(CNC(=O)C2CCN(C(=O)N3CCOc4ccc(Cl)cc43)CC2)cc1 | 9.4%
COc1ccccc1N(C(=O)c1snc(C(N)=O)c1N)C(C(=O)NC1CCCC1)c1ccc2ncccc2c1 (stereo not given) | 12.0%
Cc1c(C(=O)NCc2cccc(F)c2)oc2c1-c1[nH]ncc1CC2 | -6.8%
COC(=O)c1ccc(N=Nc2ccccc2)cc1 | -6.0%
Cc1ccc(C(=O)Nc2ccc3nc(C)sc3c2)o1 | -12.2%
O=C1CN(S(=O)(=O)c2cc(Cl)ccc2Cl)c2ccccc2N1 | 8.5%
Cc1ccc(NC(=S)NCCN(C2CCCCC2)C2CCCC2)cc1C | 3.3%
Cn1c(=O)c2c(nc(Sc3ncccn3)n2Cc2ccc(Cl)cc2)n(C)c1=O | -1.0%
Cc1ccc(-n2c(SCC(=O)Nc3ccc(C(=O)O)cc3)nnc2-c2ccncc2)cc1 | -5.9%
CN1CCN(C(=O)C[C@@H]2C[C@H]3c4cc(NC(=O)c5cccnc5)ccc4O[C@H]3[C@H](CO)O2)CC1 | 1.4%
Cc1ccc(C(=O)NCC(c2ccco2)N2CCc3ccccc32)cc1 (stereo not given) | 1.7%
CCOC(=O)c1c(C)[nH]c(C)c1S(=O)(=O)N1CCC(C(=O)Nc2ccccn2)CC1 | -3.7%
(more compounds)
SMILES | aSyn tox rescue
COC(=O)C1=C(N)Oc2cc(C)[nH]c(=O)c2C1c1ccccc1OC (stereo not given) | -3.9%
CCN(CC(=O)Nc1cc(S(=O)(=O)N2CCCCC2)ccc1Cl)Cc1ccccc1 | 1.5%
CCc1c(C)sc2c1CCN(C(=O)Nc1cc(Cl)c(OC)cc1OC)C2c1ccccc1 (stereo not given) | 0.3%
COc1cccc(C2C=C(c3ccc(C)c(C)c3)Nc3nnnn32)c1OC (stereo not given) | 7.3%
Cc1cc(C)c(NC(=O)CSc2ncc3c(n2)-c2cc(Cl)ccc2N(C)S3(=O)=O)c(C)c1 | -1.9%
COc1ccc2nc(NC(=O)C3CCN(C(=O)c4ccco4)CC3)sc2c1 | -1.0%
CC(C)c1cc(O)c(-c2ccccc2)c(=O)n1-c1ccc(Cl)cc1 | -8.2%
O=C(O)c1ccccc1-c1ccccc1C(=O)Nc1ccc2c(c1)C(O)c1ccccc1-2 (stereo not given) | 1.7%
CCc1cccc(C)c1NC(=O)Cn1ccn(Cc2ccc(Cl)cc2)c(=O)c1=O | 1.4%
Cc1nn(C(C)C(=O)NC2CCCCC2)c(=O)c2c1sc1ccccc12 (stereo not given) | 3.9%
COc1cccc(COC(=O)C2CCN(S(=O)(=O)c3ccc(Cl)cc3)CC2)c1OC | -2.8%
COc1ccc(OC)c(NC(=O)Cn2c(=O)n(CC3CCCO3)c(=O)c3cc(OC)c(OC)cc32)c1 (stereo not given) | 0.3%
Cc1ccccc1NC(=O)Cc1nc(COC(=O)C(C)(C)Oc2ccc(Cl)cc2)cs1 | -3.2%
Cc1ccc2nc(-c3ccc(F)cc3)c(NC(C)(C)CC(C)(C)C)n2c1 | -19.0%
O=C1c2ccccc2C(=O)C1(c1ccccc1)N1CCN(c2cccc(C(F)(F)F)c2)CC1 | 4.6%

Sorted by length of the SMILES (ascending): some entries from above.
SMILES | aSyn tox rescue
Cc1ccc2nc(-c3ccc(F)cc3)c(NC(C)(C)CC(C)(C)C)n2c1 | -19.0%
Cc1ccccc1NC(=O)Cc1nc(COC(=O)C(C)(C)Oc2ccc(Cl)cc2)cs1 | -3.2%
O=C(O)c1ccccc1-c1ccccc1C(=O)Nc1ccc2c(c1)C(O)c1ccccc1-2 (stereo not given) | 1.7%
O=C1c2ccccc2C(=O)C1(c1ccccc1)N1CCN(c2cccc(C(F)(F)F)c2)CC1 | 4.6%
COc1ccc(OC)c(NC(=O)Cn2c(=O)n(CC3CCCO3)c(=O)c3cc(OC)c(OC)cc32)c1 (stereo not given) | 0.3%

From PubChem
